Compound activity: PubChem, NMMLSC
RGS7-Gao reg – RGS7-Galphao binding modulators, primary screen, biochemical, multiplexed bead flow cytometry; Guanine nucleotide-binding protein G(o) subunit alpha (Homo sapiens), P09471; actives lie on both sides; binding response (% of control), % at 10 µM; 220,000 compounds, 0.35% hits; AID 1439, 2008; in the data active = binding response below about 49% or above about 150%; inconclusive = no clear call, values can overlap the other calls; inactive = in between;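 note: fluorescent Galphao held in activated GDP-AlF4 state binding bead-coupled RGS7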
Target sequence (P09471 whole entry, looked up): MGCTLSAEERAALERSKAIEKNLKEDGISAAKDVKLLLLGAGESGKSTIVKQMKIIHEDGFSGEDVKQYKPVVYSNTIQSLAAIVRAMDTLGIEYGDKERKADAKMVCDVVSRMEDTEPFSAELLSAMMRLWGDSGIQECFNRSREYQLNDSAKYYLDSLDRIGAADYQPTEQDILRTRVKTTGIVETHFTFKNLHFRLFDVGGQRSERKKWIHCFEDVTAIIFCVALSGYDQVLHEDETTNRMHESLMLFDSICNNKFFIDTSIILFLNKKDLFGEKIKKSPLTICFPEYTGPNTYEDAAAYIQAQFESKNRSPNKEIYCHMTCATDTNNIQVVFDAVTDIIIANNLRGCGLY
Bim-Bfl-1 – inhibitors of Bim binding to Bfl-1, primary screen, biochemical, multiplexed, bead-based flow cytometry; Bim-Bfl-1 binding inhibition; Bcl-2-related protein A1 (Homo sapiens), Q16548; 190,000 compounds, 0.12% hits; inhibition, % at 10 µM;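 note: 0% = wells without compound plus tracer and 100% = blocker peptide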
RGS4-Gao reg – modulators of RGS4 binding to Galphao, primary screen, biochemical, multiplexed bead flow cytometry | binding response (% of control), % at 10 µM | AID 1415, 2008 | Guanine nucleotide-binding protein G(o) subunit alpha (Homo sapiens), P09471 | 220,000 compounds, 0.33% hits | actives lie on both sides; in the data active = binding response below about 49% or above about 150%; inactive = in between;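 note: fluorescent Galphao activated with aluminum fluoride binding bead-coupled RGS4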
Bcl-B Bim block – inhibitors of Bim-Bcl-B binding, primary screen, biochemical, multiplexed, human Bcl-2 family; Bcl-2-like protein 10 (Homo sapiens), Q9HD36; bead-based flow cytometry, Bim peptide-Bcl-B binding; inhibition, % at 10 µM; 190,000 compounds, 0.073% hits; AID 951, 2007;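 note: 0% = tracer peptide without compound and 100% = reference inhibitor peptide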
Target sequence (Q9HD36 whole entry, looked up): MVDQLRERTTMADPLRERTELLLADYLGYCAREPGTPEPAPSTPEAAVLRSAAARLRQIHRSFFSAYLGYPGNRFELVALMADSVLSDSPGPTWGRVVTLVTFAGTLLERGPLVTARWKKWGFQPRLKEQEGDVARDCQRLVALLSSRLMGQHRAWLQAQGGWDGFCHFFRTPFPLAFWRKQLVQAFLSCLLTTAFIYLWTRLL
GSH fluor – compound fluorescence on glutathione beads, profiling panel, artefact control, biophysical, 488/530 nm, flow cytometry; fluorescence (KMESF) at 10 µM; GSH beads flow cytometry, compound fluorescence 488/530 nm; hits give high values; 190,000 compounds, 0.25% hits; in the data active = fluorescence above about 89;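 note: glutathione beads carrying GST-tagged Bcl family fusion proteins plus one bare bead set; values are compound well signal with DMSO vehicle wells as background; inactives centre near 16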
Bim-Bcl-XL – inhibitors of Bim-Bcl-XL binding, primary screen, biochemical, multiplexed, bead flow cytometry, human Bcl-XL; inhibition, % at 10 µM; 190,000 compounds, 0.04% hits; Bcl-2-like protein 1 (Homo sapiens), Q07817; Bim peptide-Bcl-XL binding, fluorescence
Bcl-W Bim block – inhibitors of Bim binding to Bcl-W, primary screen, biochemical, multiplexed, bead-based flow cytometry; AID 952, 2007; Bim peptide-Bcl-W binding; inhibition, % at 10 µM; 190,000 compounds, 0.02% hits;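 note: 0% = bound tracer without compound and 100% = peptide blocker; higher means less fluorescent Bim peptide bound to Bcl-W beads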
Target sequence (Q92843 whole entry, looked up): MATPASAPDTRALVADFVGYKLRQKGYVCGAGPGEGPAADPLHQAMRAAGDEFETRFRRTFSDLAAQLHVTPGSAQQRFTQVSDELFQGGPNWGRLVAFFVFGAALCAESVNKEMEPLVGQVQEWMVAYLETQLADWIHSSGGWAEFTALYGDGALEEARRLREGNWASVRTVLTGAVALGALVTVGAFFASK
ABCB1 inh – ABCB1 efflux pump inhibitors, primary screen, cell-based, multiplex, flow cytometry, ABCG2 counter-screen; ATP-dependent translocase ABCB1 (Homo sapiens), P08183; CCRF-Adr cells, JC-1 efflux; inhibition, % at 6.6 µM; 190,000 compounds, 0.067% hits; AID 1326, 2008; in the data active = inhibition above about 40%;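 note: 0% = vehicle and 100% = reference inhibitor; higher value means more JC-1 retained so stronger ABCB1 efflux block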
RGS8-Gao reg – RGS8-Galphao binding modulators, primary screen, biochemical, multiplexed bead flow cytometry. actives lie on both sides. Guanine nucleotide-binding protein G(o) subunit alpha (Homo sapiens), P09471. response (percent of control binding), % at 10 µM. 220,000 compounds, 0.34% hits. AID 1423, 2008; in the data active = response below about 60% or above about 140%; inactive = in between;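 note: Galphao activated as the GDP aluminium fluoride complex binding bead-coupled RGS8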
Bim-Bcl-2 – inhibitors of Bim-Bcl-2 binding, primary screen, biochemical, multiplexed, human Bcl-2 family; Apoptosis regulator Bcl-2 (Homo sapiens), P10415; Bead-based flow cytometry, Bim peptide-Bcl-2 binding; inhibition, % at 10 µM; 190,000 compounds, 0.06% hits; AID 950, 2007; in the data active = inhibition above about 40%; inconclusive = no clear call, values can overlap the other calls;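 note: 0% = no compound wells with probe peptide and 100% = reference peptide inhibitor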
Target sequence (P10415 whole entry, looked up): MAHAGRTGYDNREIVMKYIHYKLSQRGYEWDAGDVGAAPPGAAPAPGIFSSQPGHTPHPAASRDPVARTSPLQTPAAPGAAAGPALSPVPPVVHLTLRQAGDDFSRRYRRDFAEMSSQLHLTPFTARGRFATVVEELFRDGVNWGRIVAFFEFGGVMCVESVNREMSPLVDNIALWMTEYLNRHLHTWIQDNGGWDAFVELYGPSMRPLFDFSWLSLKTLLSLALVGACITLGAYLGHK
ABCG2 block – ABCG2 efflux pump inhibitors, primary screen, multiplex with ABCB1, IgMXP3 cells, flow cytometry; 190,000 compounds, 0.1% hits; inhibition, % at 6.6 µM; JC-1 efflux;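 active = inhibition above 80%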;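 note: 0% = DMSO and 100% = nicardipine control wells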
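material = IgMXP3 (ABCG2) plus far-red-tagged CCRF-Adr (ABCB1) cells | amount = 3 million cells/mL, equal mix of both lines | also added = JC-1 transporter substrate | dosing = one concentration, 6.6 µM final | schedule = 10 min at 25 °C | measured by = flow cytometric JC-1 green MFI at 530 nm | read-out basis = percent efflux inhibition, scaled nicardipine 100% to DMSO 0%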
The depositor's hits bear a star; ? = inconclusive. Cut-off read from the data, not from the text of the source, unless noted: active = inhibition above about 40%.

SMILES | RGS7-Gao reg | Bim-Bfl-1 | RGS4-Gao reg | Bcl-B Bim block | GSH fluor | Bim-Bcl-XL | Bcl-W Bim block | ABCB1 inh | RGS8-Gao reg | Bim-Bcl-2 | ABCG2 block
CCOc1ccccc1C(=O)OCC(=O)Nc1ccc(N2CCCCC2)cc1 | 93.1 | -5.0 | 94.5 | -2.0 | 5 | -3.0 | 0.0 | 0.1 | 95.0 | -5.0 | 0.8
Cc1ccc(S(=O)(=O)N(CC(=O)N=Nc2c(O)[nH]c3ccccc23)c2cccc(C)c2)cc1 | 100.4 | -19.0 | 101.3 | -4.0 | 10 | -8.0 | -3.0 | 0.6 | 104.6 | -4.0 | -0.3
COc1ccccc1CNC(=O)CNC(=O)Cn1cnc2ccccc2c1=O | 99.3 | -18.0 | 101.6 | -8.0 | 25 | -6.0 | -2.0 | 0.1 | 100.8 | -6.0 | -1.7
COc1ccc(NC(=O)C2CCCN2c2ccc(OC)c(OC)c2)cc1OC (configuration not stated) | 101.2 | -8.0 | 97.3 | -7.0 | 49 | 21.0 | 6.0 | 0.1 | 98.1 | -2.0 | -0.6
CCOc1ccc(-n2c(O)c(/C=N/Nc3nnc(C)c(=O)[nH]3)c3ccccc3c2=O)cc1 | ? | -2.0 | 104.3 | -7.0 | 28 | -5.0 | -3.0 | -1.0 | 103.3 | -2.0 | -2.8
O=C(NCN1C(=O)C2C3C=CC(C3)C2C1=O)OC1CCCCC1 (configuration not stated) | 98.0 | -14.0 | 102.8 | -8.0 | 34 | -7.0 | -3.0 | 0.5 | 104.3 | -12.0 | 3.8
OC(C#CCN1CCCCC1)c1ccccc1 (configuration not stated) | 93.6 | 0.0 | 92.0 | 1.0 | 5 | 0.0 | 0.0 | 0.2 | 106.3 | 5.0 | -0.1
O=C(NNC(=S)NC(=O)c1ccccc1[N+](=O)[O-])c1ccc(Cl)cc1Cl | 97.6 | -5.0 | 98.8 | -7.0 | 10 | -3.0 | 0.0 | -1.0 | 100.3 | -5.0 | -3.1
COCCNC(=S)NCc1ccc2[nH]c3c(c2c1)CCCC3 | 107.6 | -6.0 | 106.6 | -5.0 | 10 | 0.0 | -1.0 | 0.2 | 105.6 | -3.0 | 0.9
Cc1[nH]c2ccccc2c1C(=O)C(=O)NCC1CCCO1 (configuration not stated) | 88.9 | -4.0 | 92.5 | -1.0 | 21 | -1.0 | 0.0 | 0.4 | 91.8 | 1.0 | 1.9
CC(C)Nc1oc(Cc2cccc3ccccc23)nc1C#N | 101.1 | -10.0 | 101.6 | -8.0 | 6 | -2.0 | 0.0 | 0.4 | 102.1 | -6.0 | 1.8
CNC(=O)/C(C#N)=C/c1c(N(Cc2ccccc2)Cc2ccccc2)nc2ccccn2c1=O | 99.0 | -17.0 | 99.6 | -14.0 | 20 | -13.0 | -9.0 | 4.1 | 101.1 | -10.0 | 4.1
Cc1[nH]c2ccccc2c1SCCNC(=O)c1ccc(S(=O)(=O)N2CCCC2)cc1 | 110.0 | 0.0 | 108.2 | -8.0 | 18 | -3.0 | -3.0 | 0.7 | 104.9 | -5.0 | 4.8
O=C(Oc1cc2oc(=O)cc(-c3ccccc3)c2cc1Cl)C1CCCCC1 | 101.2 | -1.0 | 109.3 | 0.0 | 14 | 0.0 | -1.0 | -1.2 | 103.2 | -1.0 | -3.2
O=C(CSCc1ccc(Br)cc1)Nc1ccc(S(=O)(=O)N2CCCCCC2)cc1 | 96.8 | -1.0 | 95.8 | -2.0 | 17 | 0.0 | -2.0 | 0.1 | 111.0 | -7.0 | 2.5
CC(C)CNS(=O)(=O)c1ccc(CCC(=O)NCCC2=CCCCC2)cc1 | 93.7 | 0.0 | 100.7 | 0.0 | 13 | 0.0 | 0.0 | 0.4 | 101.5 | 1.0 | 3.4
COc1cc(NC(=O)Cc2ccc(F)cc2)cc(OC)c1OC | 94.0 | -4.0 | 97.8 | 2.0 | 10 | 0.0 | 0.0 | 0.2 | 99.0 | 0.0 | 6.3
Cc1c(C(=O)OCCOC(C)C)[nH]c2c1C(=O)CC(C)(C)C2 | 99.6 | -11.0 | 102.8 | -4.0 | 13 | -1.0 | 0.0 | 0.4 | 102.9 | -1.0 | 1.9
CC(=O)CC(C)(C)S(=O)(=O)c1ccc(Oc2ccc(S(=O)(=O)C(C)(C)CC(C)=O)cc2)cc1 | 100.3 | -2.0 | 101.2 | -6.0 | 18 | -4.0 | -5.0 | 0.0 | 98.3 | 1.0 | 0.2
CC(C)C(=O)Nc1ccc2c(c1)C(=O)N(CCC(=O)O)C2=O | 97.9 | 0.0 | 96.6 | 2.0 | 28 | -2.0 | 2.0 | -5.2 | 96.6 | -1.0 | -6.4
Cc1cc(Nc2ccccc2)n(CCOC(=O)COc2ccccc2)n1 | 96.4 | -8.0 | 97.4 | -5.0 | 39 | -3.0 | -1.0 | 2.4 | 97.4 | -8.0 | 8.6
COc1cccc(C(=O)N2CCN(C(=O)c3ccc(-c4ccccc4)cc3)CC2)c1OC | 108.8 | -10.0 | 101.0 | -3.0 | 20 | -2.0 | -1.0 | 0.1 | 102.8 | -2.0 | -0.4
Cc1ccc(OCCOCCn2cnc3ccccc3c2=O)c([N+](=O)[O-])c1 | 103.5 | 0.0 | 100.7 | -5.0 | 4 | -8.0 | -1.0 | 0.7 | 101.6 | -4.0 | 6.0
COc1cccc2c(=O)c(C/C=C(/C)Cl)c(C)[nH]c12 | 96.8 | 0.0 | 97.7 | -4.0 | 11 | -3.0 | 1.0 | 0.6 | 98.4 | -1.0 | 5.0
CCOC(=O)C(C)Sc1nc(=O)n2ccccc2n1 (configuration not stated) | 103.4 | -6.0 | 103.3 | -1.0 | 15 | -2.0 | 1.0 | 0.9 | 104.2 | -1.0 | 10.2

Whole records, quoted from the list. Order of screens: RGS7-Gao reg, Bim-Bfl-1, RGS4-Gao reg, Bcl-B Bim block, GSH fluor, Bim-Bcl-XL, Bcl-W Bim block, ABCB1 inh, RGS8-Gao reg, Bim-Bcl-2, ABCG2 block
Shown for COCCNC(=S)NCc1ccc2[nH]c3c(c2c1)CCCC3 : 107.6, -6.0, 106.6, -5.0, 10, 0.0, -1.0, 0.2, 105.6, -3.0, 0.9
Shown for COc1cccc2c(=O)c(C/C=C(/C)Cl)c(C)[nH]c12 : 96.8, 0.0, 97.7, -4.0, 11, -3.0, 1.0, 0.6, 98.4, -1.0, 5.0
Shown for CNC(=O)/C(C#N)=C/c1c(N(Cc2ccccc2)Cc2ccccc2)nc2ccccn2c1=O : 99.0, -17.0, 99.6, -14.0, 20, -13.0, -9.0, 4.1, 101.1, -10.0, 4.1
Shown for COc1ccc(NC(=O)C2CCCN2c2ccc(OC)c(OC)c2)cc1OC (configuration not stated) : 101.2, -8.0, 97.3, -7.0, 49, 21.0, 6.0, 0.1, 98.1, -2.0, -0.6

Further entries follow:
SMILES | RGS7-Gao reg | Bim-Bfl-1 | RGS4-Gao reg | Bcl-B Bim block | GSH fluor | Bim-Bcl-XL | Bcl-W Bim block | ABCB1 inh | RGS8-Gao reg | Bim-Bcl-2 | ABCG2 block
CCC1(C)Cc2ccccc2-c2nc(NCCCO)n(-c3ccccc3)c(=O)c21 (configuration not stated) | 118.0 | 8.0 | 112.4 | 2.0 | 12 | 5.0 | 1.0 | 0.3 | 126.5 | 10.0 | 0.7
O=C(NCCN1CCN(c2cccc(Cl)c2)CC1)c1ccc(CSc2nc3ccncc3[nH]2)cc1 | 98.6 | 4.0 | 101.3 | 5.0 | 14 | 3.0 | 2.0 | -1.1 | 100.9 | 1.0 | 18.1
CCOC(=O)c1cnn(-c2cc(Oc3cccc(C)c3)ncn2)c1N | 107.7 | -13.0 | 98.8 | -8.0 | 29 | 4.0 | -4.0 | -2.5 | 102.5 | -10.0 | -1.1
CCCCc1nnc(NC(=O)CCSc2ccccc2)s1 | 99.0 | -8.0 | 99.8 | -7.0 | 16 | 0.0 | 2.0 | 0.3 | 100.1 | 0.0 | 1.2
O=C1CC(c2ccc3c(c2)OCO3)CN1 (configuration not stated) | 95.8 | -1.0 | 96.6 | -4.0 | 20 | -2.0 | -2.0 | 0.2 | 95.8 | 0.0 | 1.4
O=C(CCc1ccccc1)Nc1nncs1 | 103.7 | -3.0 | 103.9 | -1.0 | 14 | -2.0 | -2.0 | 0.1 | 101.7 | 0.0 | 3.6
CCC(C)NC(=O)Cc1cn(C)c2ccccc12 (configuration not stated) | 107.2 | -3.0 | 104.9 | -1.0 | 34 | -2.0 | 2.0 | 0.2 | 98.0 | 0.0 | 1.0
Cn1cccc1C(=O)NC(=O)CSc1nc2ccccc2s1 | 97.1 | -17.0 | 97.0 | -9.0 | 25 | -5.0 | 0.0 | 0.8 | 98.8 | -7.0 | 7.0
O=C(Cc1c[nH]c2ccccc12)OCCOC(=O)Cc1c[nH]c2ccccc12 | 95.0 | 1.0 | 97.3 | -3.0 | 13 | -2.0 | 0.0 | 0.9 | 100.7 | 8.0 | 2.3
O=S(=O)(c1cccc(C(F)(F)F)c1)N1CCN(c2nnnn2-c2ccccc2)CC1 | 99.9 | -2.0 | 103.5 | 0.0 | 25 | -1.0 | -3.0 | 0.9 | 99.5 | -3.0 | 3.0
CC(C)CCNC(=O)C(c1cccnc1)N(CCc1ccccc1)C(=O)Cn1nnc2ccccc21 (configuration not stated) | 101.5 | 2.0 | 103.1 | 1.0 | 22 | 5.0 | 3.0 | 0.9 | 101.6 | 13.0 | 3.2
COc1ccc(C2(C(F)(F)F)NC(=O)N(C)C(=O)N2C)cc1 (configuration not stated) | 98.5 | -8.0 | 104.5 | -17.0 | 41 | -21.0 | -4.0 | 0.1 | 99.4 | -13.0 | 1.5
Clc1ccc(-c2nnc3n2CCCCC3)cc1 | 100.7 | -17.0 | 100.2 | -7.0 | 52 | -1.0 | -2.0 | 0.2 | 100.0 | -10.0 | 0.7
CC(C)=C1SC(N2CCOCC2)=NC1=O | 97.1 | -7.0 | 100.3 | -8.0 | 46 | -11.0 | 0.0 | -0.3 | 97.7 | -7.0 | -3.6
COc1cc2c(C(=O)Nc3ccc4c(c3)OCO4)cn(CC(C)C)c(=O)c2cc1OC | 97.5 | 0.0 | 106.2 | 1.0 | 13 | 1.0 | 1.0 | 1.4 | 101.8 | 3.0 | 5.1
CCOc1ccc(OCC)c(NC(=O)CN2CCN(CC)CC2)c1 | 99.2 | -6.0 | 100.1 | -9.0 | 15 | -9.0 | -6.0 | -0.2 | 97.7 | -3.0 | -0.6
